High-throughput results: PubChem, National Center for Advancing Translational Sciences (NCATS)
Pin1 inh – human Pin1 inhibition. Q13526. Pin1 FP peptide displacement, HiFluor488, 10 min. Potency, µM (top dose mostly 115 µM), inactives show at the highest dose activity, negative = inhibition, usual class: inhibitors. 390,000 compounds, 0.009% hits; active = well fitted inhibition curve with a large enough effect in the polarisation, with a control signal flat, not every such curve was filed as active; inconclusive = small, poorly fitted or top-dose-only effect, or effect the other way, or a change in a side signal; inactive = no such curve, though single readings can be large or run the other way; the % refers to the polarisation; also: potency is read from the fitted curve at half-maximal effect; % is scaled to controls: 0 for no effect and ±100 for the full control effect
D2 agonist – agonists of human D2 dopamine receptor | AID 485358 | HEK293 T-REx D2 cells, calcium flux agonist mode | P14416 | activation, % at 2 µM | 340,000 compounds, 0.53% hits;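 active = activation over 3 SD above normal in the single-dose calcium agonist read, cut at about 30% in these data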; also: 0% is about no effect
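Tetracycline-induced HEK293 Trex cells with D2 receptor force-coupled to calcium signaling, plated overnight at 30 C and loaded with no-wash calcium dye. Calcium flux read kinetically for 180 s after compound addition; responses flag agonists.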
mIDH1 inhibitor – inhibitors of human mutant IDH1 R132H; O75874; 390,000 compounds, 0.093% hits; Potency, µM (doses to about 76.6 µM), for the others: at the highest dose activity change, negative = inhibition, actives largely listed as inhibitors; IDH1-R132H enzyme, NADPH consumption, diaphorase/resazurin fluorescence; AID 602179; also: potency is read from the fitted curve at half-maximal effect; % is scaled to controls: 0 for no effect and ±100 for the full control effect; nearly all actives have a fitted effect of over 65% in size
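IDH1-R132H (0.5 ug/mL) preincubated 30 min with compound, then NADPH (0.016 mM) and alpha-KG (2 mM) added; 80 min at RT, pH 7.5. Remaining NADPH coupled via diaphorase/resazurin to fluorescence (540/590 nm); concentration-response curves normalized to no-enzyme control.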
TrxR1 substrate – is turned over as a substrate by rat TrxR1; 390,000 compounds, 0.01% hits; purified TrxR1 substrate turnover, NADPH consumption readout; Potency, µM (highest dose often 114 µM), without a hit: at the highest dose activity change, negative = substrate turnover; also: potency is read from the fitted curve at half-maximal effect; % is scaled to controls: 0 for no effect and ±100 for the full control effect; nearly all actives have a fitted effect of over 50% in size
Target sequence (O89049 whole entry, looked up): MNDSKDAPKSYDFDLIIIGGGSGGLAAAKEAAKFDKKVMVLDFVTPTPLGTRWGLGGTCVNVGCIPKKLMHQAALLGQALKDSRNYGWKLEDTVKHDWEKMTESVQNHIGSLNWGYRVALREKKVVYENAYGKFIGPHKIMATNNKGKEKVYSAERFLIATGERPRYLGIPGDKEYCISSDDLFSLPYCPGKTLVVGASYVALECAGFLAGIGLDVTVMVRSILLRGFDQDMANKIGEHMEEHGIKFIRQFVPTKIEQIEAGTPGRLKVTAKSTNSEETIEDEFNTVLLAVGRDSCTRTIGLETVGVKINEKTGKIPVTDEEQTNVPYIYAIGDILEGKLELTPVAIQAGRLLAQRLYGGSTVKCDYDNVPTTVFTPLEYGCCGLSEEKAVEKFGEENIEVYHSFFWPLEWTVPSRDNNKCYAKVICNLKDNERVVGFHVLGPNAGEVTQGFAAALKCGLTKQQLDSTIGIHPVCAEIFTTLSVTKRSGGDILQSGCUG
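Rat TrxR1, dispensed at 90 nM, was prereduced with 400 uM NADPH (final) for 5 min at ~22 deg C, then incubated with compound 15 min before 400 uM selenite. A first-read NADPH fluorescence drop versus no-compound background flagged substrates.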
D2 antagonist – antagonists of human D2 dopamine receptor | AID 485344 | inhibition, % at 10 µM | HEK293 TREx D2 cells, calcium flux, dopamine EC80 | P14416 | 340,000 compounds, 2% hits; in the data active = inhibition above about 30%; also: 0% is about no effect
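Inhibition of EC80 dopamine-driven calcium flux, recorded kinetically, defines activity here; cells are a tetracycline-induced HEK293 T-REx line expressing force-coupled D2.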
TRHR agonist – activates the human TRH receptor. P34981. TRHR cells, calcium flux fluo-8, FDSS agonist mode. activation, % at 2 µM. 360,000 compounds, 0.18% hits; in the data active = activation above about 30%; also: 0% is about no effect
Target sequence (P34981 whole entry, looked up): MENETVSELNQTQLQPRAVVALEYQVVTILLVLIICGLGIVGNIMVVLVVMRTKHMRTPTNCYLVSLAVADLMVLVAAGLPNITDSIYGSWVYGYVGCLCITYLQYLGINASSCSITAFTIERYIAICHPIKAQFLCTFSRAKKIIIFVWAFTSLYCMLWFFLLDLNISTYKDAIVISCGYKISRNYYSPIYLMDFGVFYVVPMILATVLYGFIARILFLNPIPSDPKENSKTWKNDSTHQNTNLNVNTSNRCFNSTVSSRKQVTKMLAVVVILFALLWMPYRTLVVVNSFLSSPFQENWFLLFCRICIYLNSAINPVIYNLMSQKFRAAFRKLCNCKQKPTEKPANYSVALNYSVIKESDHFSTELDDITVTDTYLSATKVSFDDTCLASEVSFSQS
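Steps: seed TRHR cells overnight; add fluo-8 no-wash Ca dye, RT 30 min–1.5 h; record 10 s baseline; pin-transfer compounds; monitor fluorescence 1 cycle/s for the agonist window. Calcium increases flag candidate agonists.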
rTrxR1 inhibitor – blocks rat thioredoxin reductase 1; O89049; recombinant rTrxR1, NADPH fluorescence consumption, selenite substrate; Potency, µM (doses to about 114 µM), without a hit: top-dose activity change, negative = inhibition, hits mostly inhibitors; 390,000 compounds, 1% hits; AID 588453; also: potency is read from the fitted curve at half-maximal effect; % is scaled to controls: 0 for no effect and ±100 for the full control effect; nearly all actives have a fitted effect of over 65% in size
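Rat TrxR1 (90 nM in the dispensed reagent) was pre-reduced with 400 uM NADPH for 5 min at room temperature, then incubated with compound for 15 min. After 400 uM selenite was added, NADPH fluorescence (Ex 340/Em 450 nm) was followed for 8 min.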
USP1 inh – USP1/UAF1 (human) deubiquitinase inhibition; O94782; recombinant USP1/UAF1, Ub-Rhodamine cleavage fluorescence; Potency, µM (doses to about 57.1 µM), without a hit: at the highest dose activity change, negative = inhibition, usual class: inhibitors; 390,000 compounds, 0.23% hits; AID 743255; also: potency is read from the fitted curve at half-maximal effect; % is scaled to controls: 0 for no effect and ±100 for the full control effect; nearly all actives have a fitted effect of over 60% in size; inactives centre near -12
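1 nM enzyme complex + cpd, 15 min RT; start with Ub-Rho 150nM final; kinetic fluorescence ex 480/em 540, 6 reads q60 s. Buffer 50mM HEPES pH 7.8, 0.5mM EDTA, 0.1 mg/ml BSA, 1mM TCEP, 0.01% Tween-20.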
TRHR enhancer – TRH receptor (human) allosteric enhancement; P34981; TRHR cells, fluo-8 calcium fluorescence, EC20 TRH enhancement; enhancement, % at 2 µM; 360,000 compounds, 0.66% hits; AID 493056; in the data active = enhancement above about 30%; also: 0% is about no effect
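TRHR-expressing cells loaded with fluo-8 calcium dye were read kinetically (ex 480/em 530) during compound addition, then stimulated with an EC20 of TRH (10 nM final). Enhancement of the Gq-mediated intracellular calcium response was scored.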
Active calls of the source: *; ? = inconclusive; . = no result given; & = joins results of further samples; [ ] = dose if it differs, or a comment. Unless noted, calls follow the shape of the dose curve; as a rule, active = well fitted inhibition curve with a large enough effect; inconclusive = small, poorly fitted or top-dose-only effect; inactive = no such curve, though single readings can be large or run the other way. These rows are one share of the data (hit frequency here may not be typical).

structure,Pin1 inh,D2 agonist,mIDH1 inhibitor,TrxR1 substrate,D2 antagonist,TRHR agonist,rTrxR1 inhibitor,USP1 inh,TRHR enhancer
CC(C)CC1NC(=O)N(CC(=O)Nc2cc([N+](=O)[O-])ccc2F)C1=O (centres undefined),5%,.,2%,-6%,.,.,2%,-1%,.
COc1cc(C(=O)NC(C)c2cnn(-c3ccccc3C)c2C)cc(OC)c1OC (centres undefined),-3%,0.4,-8%,-5%[57.1 µM],-1,-0.3,9%,-7%,1
CCCCCN1C(C(=O)c2ccccc2)=C(NC(=O)c2ccc(C)cc2)c2ccccc2S1(=O)=O,9%,1.5,-13%,0%,.,1.2,22%,-21%,0
COc1ccc(C(=O)Nc2cccc(-c3ccc(N4CCOCC4)nn3)c2)cc1OC,1%,0.8,-9%,3%[57.1 µM],17,-0.4,-7%,-15%,0
Cc1ccc2nc(N3CCN(S(=O)(=O)c4ccc5c(c4)OCCO5)CC3)c(C#N)cc2c1,?,-0.2,0%,29%,9,0.7,27%,-19%,-1
O=C(Oc1coc(CSc2nnc(NC(=O)c3cccs3)s2)cc1=O)c1ccccc1,71%[activator],-0.8,2%,7%,3,-0.4,-16%,-14%,-1
Cn1c(Oc2ccc(Cl)cc2)nc2c1c(=O)n(Cc1ccc(F)cc1)c(=O)n2C,9%,-0.8,-5%,6%,.,0.0,20%,-13%,-10
O=C(COc1ccccc1)NCC1(N2CCCCC2)CCCCC1,-1%,.,10%,-17%[57.1 µM],.,-0.3,11%[57.1 µM],1%,5
O=C(O)CCCC(=O)OCCCCc1cccs1,-10%,1.2,1%,-2%,-4,0.3,-5%,-25%,-4
Cc1ccc2nc(NCc3ccc(F)cc3)c3nncn3c2c1,-2%&14%,0.0&0.5,2%&2%,-2%&8%,-14,0.0&0.8,9%&16%,-14%&2%,3&-4
c1ccc(-c2cc(-c3ccccc3)n3ncnc3n2)cc1,-12%,-0.6,0%,40%[activator],14,-0.1,13%,-21%,3
COCc1nnc(NC(=O)c2ccc(S(=O)(=O)N3CCCC3)cc2)o1,-7%,-0.3,5%,-7%,-3,-0.2,-2%,-23%,-3
CCOC(=O)C1(NC(=O)CN2C(=O)c3ccccc3C2=O)CCCC1,-7%,.,3%,11%[57.1 µM],.,.,11%[57.1 µM],-14%,.
COc1ccc(OCC(O)CNC(=O)/C=C/c2cccc([N+](=O)[O-])c2)cc1 (centres undefined),5%,-1.6,7%,2%,-18,-0.9,15%,-23%,-1
COc1ccc(NC(=O)CC2CCCC2)cc1OC,0%,5.0,5%,5%,-3,0.6,12%,-21%,3
COc1cc(C2N(C)CCC3(OCCO3)C2(C)C)cc(OC)c1OC (centres undefined),-4%,.,6%,12%,.,0.2,26%,-5%,-3
COC(=O)[C@@]12CCCCN1[C@H](c1ccc(SC3CCCCC3)c(OC)c1)[C@@H]1C(=O)N(C)C(=O)[C@@H]12,4%,-0.4,-20%,7%,19,0.0,24%,-15%,9
O=C(Nc1cccc(NC(=O)c2ccc(-c3cccc(Br)c3)o2)c1)c1ccco1,45%[activator],.,-1%,39%[activator],.,.,35%,-11%,.
O=C(NCC1COc2ccccc2O1)C1CCC(CNc2c(N3CCCCC3)c(=O)c2=O)CC1 (centres undefined),?,0.2,-5%,1%,-18,0.6,13%,-24%,2
CCCCn1c(N)c(N(CCOC)C(=O)c2ccc(-c3ccc([N+](=O)[O-])cc3)o2)c(=O)[nH]c1=O,5%,-0.4,-1%,1%[57.1 µM],-18,0.3,-3%[57.1 µM],-10%,16
Cc1ccc(S(=O)(=O)N2CCN(C(=O)CCN3C(=O)c4ccccc4C3=O)CC2)cc1C,10%,-0.5,13%,-10%,1,-0.9,6%[57.1 µM],-9%,-5
O=C(O)/C=C/C(=O)Nc1ccccc1SC(F)(F)F,2%,-2.6,3%,1%,-2,-1.1,35µM*,-16%,4
CCN(C[C@H]1N[C@@](C)(C(=O)OC)[C@H]2C(=O)N(Cc3ccccc3)C(=O)[C@@H]12)S(=O)(=O)c1ccc(OC)cc1,1%,.,8%,-1%,.,.,5%,-29%,.
COc1ccc(OC)c(/C=N/N=C(\N)c2nonc2N)c1,1%,-1.0,3%,-9%,3,-0.3,1%,-23%,-5
CC1=NN(c2ccc(Cl)cc2)C(=O)C1C(c1ccccc1O)c1c(C)[nH]n(-c2ccc(Cl)cc2)c1=O (centres undefined),6%,0.1,-3%,-6%,-10,0.3,?,-16%,-12
CCCc1c(C(=O)N/N=C/c2ccccc2C(F)(F)F)nnn1-c1nonc1N,-6%,0.2,-8%,4%,-8,-0.2,20%,-25%,0
Cc1onc(-c2ccccc2)c1C(=O)OCCOc1cccc(Cl)c1,-4%,0.7,0%,-6%,-5,0.7,2%,-7%,-14
Cc1ccccc1N1C(=O)C2ON(c3ccccc3)C(c3ccncc3)C2C1=O (centres undefined),0%,0.9,6%,-1%,11,1.2,-5%,-7%,-1
Cc1cc(C)cc(N=C(NO)c2cccc([N+](=O)[O-])c2)c1,-6%,0.3,8%,-2%[57.1 µM],-1,0.2,-5%[57.1 µM],2%,2
O=C(Nc1ccc(F)cc1)NC1CCCc2ccccc21 (centres undefined),4%,0.7,11%,-1%,4,0.6,18%,-10%,-2
CCC(C)(C)NC(=O)/C=C/c1ccccc1[N+](=O)[O-],-5%,.,4%,8%[57.1 µM],.,-0.5,28%[57.1 µM],-5%,16
CCCCn1c(=O)[nH]c(=O)c2c1ncn2Cc1ccco1,3%,0.5,3%,3%,-12,0.3,-11%,-12%,4
O=C(COc1coc(CN2CCc3ccccc3C2)cc1=O)Nc1ccc(F)cc1,0%,4.0,3%,1%,6,-0.1,7%,-18%,-3
COC(=O)c1ccc(N2CCN(C)CC2)c(NC(=O)c2ccc(-c3ccc(Cl)cc3)o2)c1,-6%,-0.6,4%,-3%,-28,-0.2,0%,-11%,9
C/C(CC1CC(COCC(C)C)OC1=O)=N\Nc1nc(-c2ccccc2)cs1 (centres undefined),1%,-0.7,-9%,4%,-21,-0.2,-10%,-10%,16
CCn1c(C)cc(/C=C2\NC(=O)N(CC(=O)Nc3cccc(C)c3)C2=O)c1C,29%,-1.5,-3%,2%[57.1 µM],4,-0.4,?,-12%,7
COC(=O)c1ccc(OC)c(CSc2nnc(COc3ccccc3)o2)c1,8%,0.1,10%,0%,2,0.2,10%,-17%,3
CCN1CCN(c2ccc(S(=O)(=O)N3CCCCC3)cc2NC(=O)c2cccc(C(F)(F)F)c2)CC1,-6%,-0.2,-6%,-8%,4,0.9,11%,-9%,-6
O=C(CCN1C(=O)/C(=C/c2ccccc2Cl)SC1=S)NCCc1ccc(O)cc1,-1%,.,0%,-6%,.,-0.1,-5%,-22%,-7
COc1ccc(NC(=O)CN2CCN(S(=O)(=O)c3cccs3)CC2)cc1Cl,26%,0.1,5%,6%,-6,0.1,36%[activator],-18%,2
CCNC(=O)Cc1c(OC)ccc2cc(Br)ccc12,1%,-0.2,-3%,4%,0,0.1,23%,-18%,-3
O=C1C(=O)N(CCN2CCOCC2)C(c2ccccn2)/C1=C(/O)c1ccccc1 (centres undefined),-4%,-0.3,9%,-5%,0,-0.7,18µM*,-24%,-1
Cc1nn(C(C)C)c(C)c1CN1CCN(Cc2ccsc2)C(CCO)C1 (centres undefined),4%,2.0,-2%,10%[57.1 µM],-8,1.0,26%[57.1 µM],6%,8
Cc1ccc2nc(SCCC(=O)O)cc(C)c2c1,-13%,0.4,0%,1%,-10,0.2,7%,13%,19
CCn1c(CNc2ccccc2Cl)nnc1SCC(=O)OC1CCCCC1,2%,-0.1,5%,5%,-15,0.2,11%,-17%,-7
Cc1ccc(S(=O)(=O)N2CCN(CC(=O)N/N=C/c3ccc(C)o3)CC2)cc1,-7%,-0.3,0%,8%[57.1 µM],-18,-1.8,10%[57.1 µM],-2%,-3
Cc1ccc2cc(C(c3nnnn3C3CCCC3)N(Cc3ccco3)Cc3cccs3)c(=O)[nH]c2c1 (centres undefined),27%,-0.1,2%,2%[57.1 µM],-2,1.0,-19%,?,3

Reformatted with each value named: part of the list above.
Cc1nn(C(C)C)c(C)c1CN1CCN(Cc2ccsc2)C(CCO)C1 (centres undefined)
  Pin1 inh: 4%; D2 agonist: 2.0; mIDH1 inhibitor: -2%; TrxR1 substrate: 10%[57.1 µM]; D2 antagonist: -8; TRHR agonist: 1.0; rTrxR1 inhibitor: 26%[57.1 µM]; USP1 inh: 6%; TRHR enhancer: 8

C/C(CC1CC(COCC(C)C)OC1=O)=N\Nc1nc(-c2ccccc2)cs1 (centres undefined)
  Pin1 inh: 1%; D2 agonist: -0.7; mIDH1 inhibitor: -9%; TrxR1 substrate: 4%; D2 antagonist: -21; TRHR agonist: -0.2; rTrxR1 inhibitor: -10%; USP1 inh: -10%; TRHR enhancer: 16
